Arrestin-AP2 inh – inhibitors of human beta-arrestin and AP2 interaction | FITC-arrestin peptide / GST-AP2 beads, flow cytometry; AP2 beta2 appendage carries R879A mutation | inhibition, % at 10 µM | hit rate 0.31% among 340,000;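 active = inhibition above a set limit, near 3 SD of compounds lacking own fluorescence, cut at about 54% in these data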;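 note: plate controls were DMSO wells for no effect and 5 µM unlabelled arrestin peptide for full effect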
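test system = AP2 appendage R879A on GSH beads | buffer or medium = PBS plus Tween 20 (0.05%) and BSA (0.1%) | incubation = 12 min plus 1 h, RT | detection = bead flow cytometry, FITC channel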
RTF Ca sens inh – cardiac RTF calcium desensitization; IANBD-labeled cardiac RTF, Ca2+ fluorescence; inhibition, % at 7.15 µM; hit rate 0.12% among 340,000; AID 493244;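 active = inhibition above the mean inhibition of all tested compounds plus 3 SD, cut at about 17% in these data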;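 note: assay run at fixed EC70 calcium of 1.6 mM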
PKA-R2B activ – activators of human PKA-R2B complex; PKA-R2B holoenzyme dissociation, Cy5-IP20 fluorescence polarization; R2B truncated from residue 108, S112A mutant; 0% DMSO only, 100% 113 µM cGMP; AID 504700; activation, % at 11.4 µM; hit rate 0.079% among 340,000;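 active = activation above a cutoff set at the mean over all compounds plus 3 SD, cut at about 18% in these data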;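 note: higher means more holoenzyme dissociation and a rise in polarization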
NSD2 inh – NSD2 (human) methyltransferase inhibition; O96028; NSD2 peptide methylation, AlphaScreen, 120 min; inhibition, % at 12.5 µM; AID 743445; hit rate 0.54% among 310,000; in the data active = inhibition above about 50%
SR-BI DiI inh – inhibitors of mouse SR-BI mediated HDL lipid uptake | ldlA[mSR-BI] CHO cells, DiI-HDL uptake fluorescence, 3 h | inhibition, % at 12.5 µM | hit rate 0.96% among 320,000 | AID 488896;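 active = mean replicate inhibition of at least 70% and a set share of replicates each scoring 70 or more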;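 note: 0% = median of neutral control wells and 100% = median of positive control wells; values of inactives mirror those of a sister screen read the other way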
C-LANA FP – KSHV C-LANA DNA binding inhibition; inhibition, % at 9 µM; MBP-C-LANA/FAM-LBS DNA binding, fluorescence polarization; AID 504423; hit rate 0.078% among 340,000;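 active = highest replicate inhibition at or above 60% at 9 µM, even if other replicates fall short; inactive = all replicates below 60% inhibition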;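 note: 0% = neutral control wells and 100% = 4 µM acridine orange control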
SR-BI uptake up – enhances SR-BI lipid uptake from DiI-HDL; CHO ldlA[mSR-BI] cells, DiI-HDL uptake fluorescence, 3 h; 100 = double the neutral-control signal; activation, % at 12.5 µM; hit rate 0.096% among 320,000; AID 504775;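 active = mean replicate activation of at least 60% and every replicate at or above 60%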;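 note: 0% = median plate neutral-control signal and 100% = twice that signal; values of inactives mirror those of a sister screen read the other way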
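material = CHO ldlA[mSR-BI] cells | medium = Ham's F12 with 0.5% BSA, HEPES 25 mM, pH 7.4 | reagent = fluorescent DiI-HDL, 10 µg/mL final | compound dosing = single-point compound dose | incubation = 3 h, 37 °C | measured by = bottom-read fluorescence, 550/595 nm | measure = HDL uptake via cellular fluorescence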
DAGLB inh – diacylglycerol lipase beta (human) inhibition. HEK293T DAGLB membrane lysate, EnzChek fluorogenic substrate. inhibition, % at 5.17 µM. hit rate 0.059% among 340,000. AID 504411; in the data active = inhibition above about 34%;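 note: 0% = enzyme with vehicle and 100% = wells lacking enzyme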
Target sequence (Q8NCG7 whole entry, looked up): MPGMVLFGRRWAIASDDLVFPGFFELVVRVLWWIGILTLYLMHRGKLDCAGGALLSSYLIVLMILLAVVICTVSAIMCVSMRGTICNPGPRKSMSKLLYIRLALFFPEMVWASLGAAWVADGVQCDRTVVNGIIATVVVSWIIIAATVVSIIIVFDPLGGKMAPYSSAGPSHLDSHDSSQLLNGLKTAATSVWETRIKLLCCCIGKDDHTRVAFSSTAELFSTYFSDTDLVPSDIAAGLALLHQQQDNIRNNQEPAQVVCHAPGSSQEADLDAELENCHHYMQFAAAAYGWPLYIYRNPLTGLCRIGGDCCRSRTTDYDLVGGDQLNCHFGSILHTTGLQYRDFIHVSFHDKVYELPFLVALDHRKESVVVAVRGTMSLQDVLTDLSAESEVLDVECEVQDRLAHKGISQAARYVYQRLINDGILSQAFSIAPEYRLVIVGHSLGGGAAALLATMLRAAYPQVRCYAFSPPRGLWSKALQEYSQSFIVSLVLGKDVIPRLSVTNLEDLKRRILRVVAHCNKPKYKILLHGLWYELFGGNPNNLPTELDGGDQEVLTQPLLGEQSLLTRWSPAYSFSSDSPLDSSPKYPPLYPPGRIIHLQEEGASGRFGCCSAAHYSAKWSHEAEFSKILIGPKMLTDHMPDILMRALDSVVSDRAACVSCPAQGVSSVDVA
Keap1 Nrf2 FP – Keap1-Nrf2 (human) interaction inhibition; Q14145; Keap1 Kelch-Nrf2 peptide fluorescence polarization, 1536-well; inhibition, % at 9.4 µM; hit rate 0.15% among 340,000; in the data active = inhibition above about 12%;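 note: human Keap1 Kelch domain with fluorescein labeled Nrf2 9mer peptide probe; 0% = neutral control wells and 100% = peptide positive control; higher means more block of Keap1 binding to Nrf2 peptide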
PvdQ inh – blocks Pseudomonas aeruginosa PvdQ acylase activity | hit rate 0.063% among 340,000 | purified PvdQ acylase, fluorescence plate reader | inhibition, % at 10 µM; in the data active = inhibition above about 30%, passing the limit was not always enough;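 note: 0% = vehicle neutral wells and 100% = reference inhibitor wells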
An asterisk follows results filed as active; . = no result given. Random draw from the library. Share with any hit: about 2.1%.

Under each structure – Arrestin-AP2 inh	RTF Ca sens inh	PKA-R2B activ	NSD2 inh	SR-BI DiI inh	C-LANA FP	SR-BI uptake up	DAGLB inh	Keap1 Nrf2 FP	PvdQ inh
1) O=C(NC(=S)Nc1ccc2oc(=O)ccc2c1)c1cccc(F)c1
 : 31	-9	-6	-3	19	0.0	-19	2	5	-2
2) O=C1CSC2(C(=O)N3CCCc4cccc2c43)N1c1cccc(C(F)(F)F)c1 (stereo not drawn)
 : 0	-4	-6	2	21	0.1	-21	-2	2	-27
3) O=C(c1ccc(CS(=O)(=O)c2ccccc2)o1)N1CCN(c2ccccc2)CC1
 : -12	8	-8	1	-8	-0.5	8	-1	-2	-6
4) CCOC(=O)C(Cc1ccnc2ccccc12)=NO
 : -5	-4	-3	0	-15	0.5	15	3	0	-22
5) Cc1cc(C)n(-c2ncc(C#N)cn2)n1
 : 2	-1	-3	4	-15	0.7	15	-2	-1	-10
6) COc1cc(/C=N/O)cc(Cl)c1OC
 : 12	8	-2	-3	-27	-0.1	27	1	2	-3
7) CCOc1ccccc1NS(=O)(=O)c1c[nH]c(C(=O)OC)c1
 : 23	-13	-4	.	-6	-0.3	6	-1	0	4
8) COC(=O)c1ccc(NC(=O)c2cc3sccc3n2C)cc1
 : -1	-5	3	.	33	-1.5	-33	-3	-7	-6
9) Oc1ccccc1/C=N/NC(=S)NC1CC2C=CC1C2 (stereo not drawn)
 : 15	6	-6	1	43	-1.6	-43	6	-1	4
10) COc1ccc(S(=O)(=O)/N=C2\C=C(NS(=O)(=O)c3ccccc3)C(=O)c3ccccc32)cc1
 : 1	2	7	116*	-14	3.0	14	20	6	-11
11) COc1ccccc1CN1C(=S)SC(C)(C)C1NO (stereo not drawn)
 : 25	2	0	1	12	1.3	-12	-3	0	-11
12) Cc1ccc2sc(N(CCCN(C)C)C(=O)c3nc4ccccc4s3)nc2c1C
 : 0	-4	-1	1	28	-0.2	-28	-3	0	-19
13) CCN(CC)C(=O)COc1ccc(-c2nnc(N3CCCCC3)c3ccccc23)cc1
 : 20	-8	-3	.	18	2.8	-18	-1	0	9
14) O/N=C1/C2C3C(Br)C4C5CC(C1C53)C24 (stereo not drawn)
 : 0	-13	-17	-1	-33	0.5	33	0	-4	-11
15) Cc1cc(C)nc(NS(=O)(=O)c2ccc(NC(=S)NC(=O)c3ccco3)cc2)n1
 : 58*	-4	0	1	-20	-0.6	20	3	-6	0
16) COc1cc(CN2CCNC(=O)C2CC(=O)N(C)Cc2ncc[nH]2)cc(OC)c1 (stereo not drawn)
 : -28	-8	1	-2	-1	1.1	1	-3	-4	-14
17) O=C(C[n+]1cccc(NC(=O)c2ccccc2)c1)c1ccc(NC(=O)c2ccccc2)cc1
 : 2	-21	-5	11	2	-6.5	-2	1	2	-10
18) CC(=O)c1c(C)[nH]c(C(=O)NCCc2c[nH]c3ccccc23)c1C
 : -6	5	-8	-1	69	-1.2	-69	4	-9	-7
19) C=CC[C@H](CC(=O)NCCO)C(=O)N[C@H](COC(=O)[C@H](CC=C)CC(=O)OC(C)(C)C)c1ccccc1
 : .	3	3	.	-36	-0.4	36	-5	-3	-12
20) C#CCOc1c(Cl)cc(C2C3=C(CCCC3=O)N(CC(=O)O)C3=C2C(=O)CCC3)cc1OC
 : 1	0	-2	1	-16	2.0	16	2	-1	-13
21) CN(CCC#N)C(=O)CC(Cc1ccccc1)C1CCOC(C)(C)C1 (stereo not drawn)
 : 8	-6	0	-1	-5	-6.7	5	1	2	-1
22) Cc1nc(C)c(-c2csc(Nc3cccnc3)n2)s1
 : 1	-1	0	8	60	-1.4	-60	1	-1	10
23) COCCCNC(=S)NNC(=O)C(O)(c1ccccc1)c1ccccc1
 : 40	-4	9	-5	14	-1.3	-14	1	3	8
24) COC(=O)c1ccc(CN(c2ccccc2Cl)S(C)(=O)=O)cc1
 : 48	-2	-10	1	-16	1.2	16	-4	-1	-2
25) O=C(NNCc1ccccc1)c1ccccn1
 : -6	-1	0	-2	-11	-0.2	11	1	-6	-11
26) COC(=O)C1CCN(c2c([N+](=O)[O-])cc(C(F)(F)F)cc2[N+](=O)[O-])CC1
 : 10	-5	0	19	10	0.7	-10	1	0	-11
27) Cc1cc2oc3ccc(NCCCN4CCOCC4)cc3c(=O)c2cc1C
 : 5	-10	6	.	13	0.9	-13	4	-1	-20
28) COc1ccc(-n2c(N)cc(=O)nc2SCC(=O)N2CCN(c3ccccc3)CC2)cc1
 : 45	-5	-1	15	-49	-1.9	.	2	4	-8
29) COC(=O)c1cc(NC(=O)c2nn(C)c(=O)c3ccccc23)cc(C(=O)OC)c1
 : 67*	0	-4	-5	25	-0.7	-25	2	1	9
30) CCN(CC)C(=O)Nc1ccccc1C
 : -3	5	-2	-3	5	2.2	-5	-3	-3	-20
31) COc1ccc(S(=O)(=O)N2CCCCCC2)cc1C(=O)N(C)Cc1ccco1
 : 0	-12	-4	2	-4	1.6	4	3	-3	-10
32) Cc1cc(Cl)ccc1C(=O)C1CCCN(C(=O)CCn2cncn2)C1 (stereo not drawn)
 : 24	-3	3	-6	-13	-0.2	13	0	3	10
33) COc1ccc(C(=O)N2C(=S)NC(=O)/C2=C\c2ccc(C)cc2)cc1
 : 2	-14	-18	2	-8	2.7	8	9	-5	7
34) COc1ccc(NS(=O)(=O)c2ccc3c(c2)N(C(C)=O)CCO3)cc1
 : -4	-4	-3	6	-11	0.8	11	-3	3	-8
35) CCOC(=O)c1ccccc1NC(=O)Cc1ccc(OC)c(S(=O)(=O)N2CCOCC2)c1
 : 6	-6	5	-1	20	5.8	-20	-1	2	4
36) CC(=O)Nc1ccc(CN2CCN(CC=C(C)C)C(CCO)C2)cc1 (stereo not drawn)
 : -12	1	1	0	.	0.9	.	2	0	-7
37) O=C1CC2C(=O)NCCN2C(=NC(=O)c2ccc(Cl)cc2)N1 (stereo not drawn)
 : -4	5	7	-1	7	1.2	-7	-1	-2	-14
38) COc1cc2sc(C)nc2c2ccccc12
 : -21	-3	-6	64*	-3	-0.3	3	-3	-2	-14
39) COc1ccc(-c2nc(SCC(=O)N3CCOCC3)n[nH]2)cc1
 : -1	-3	1	-1	-12	0.4	12	-4	2	-13
40) CSc1ccccc1NC(=O)c1csc(C)c1
 : 12	0	-17	-2	24	0.8	-24	-6	3	5
41) O=C(NCCc1ccccc1)C1(c2ccccc2)CCCC1
 : 19	3	2	-7	-17	-1.4	17	-3	2	2
42) O=C(O)c1cc(S(=O)(=O)Nc2ccc3cn[nH]c3c2)ccc1O
 : -5	-4	11	3	9	0.1	-9	6	-2	-14
43) COc1cccc(Cn2cnc3c(NS(=O)(=O)c4ccc(Cl)cc4Cl)c(C)c(C)cc32)c1
 : -5	-1	2	.	32	0.0	-32	-3	-7	-6
44) CN(CC(=O)Nc1cccc(F)c1)C(=O)C1CC(=O)N(Cc2ccccc2)C1 (stereo not drawn)
 : -4	-1	-3	-2	-1	0.6	1	0	-2	-14
45) O=[N+]([O-])c1ccccc1OCCCCN1CCCCC1
 : 3	1	-7	13	-28	0.2	28	-4	-2	-6
46) O=C(c1ccc(Br)s1)N1CCCC1
 : 1	-2	-5	0	7	-1.4	-7	1	-6	6
47) COc1ccccc1CC(=O)N1CCN(S(=O)(=O)c2cccs2)CC1
 : -7	4	-1	-1	-26	0.3	26	0	-2	-14
48) Cc1cccc(C)c1C(OCCN(C)C)C1CCCCC1 (stereo not drawn)
 : 4	6	-5	12	-3	-0.1	3	0	-2	-4
49) CN1CCN(NC(=O)c2ccc(Cl)cc2Cl)CC1
 : -6	2	-16	-2	8	-0.5	-8	-1	3	29
50) S=C(c1ccc(N2CCOCC2)cc1)N1CCCCC1
 : 1	-5	-11	30	9	-1.0	-9	3	-2	5
51) COc1ccc(-c2cc3c(=O)n(CC(=O)NCc4cccnc4)nc(C)n3n2)cc1
 : 10	-10	-9	-3	18	1.0	-18	1	3	-9
52) Cc1cccn2cc(-c3ccccc3)nc12
 : 26	2	-6	-4	-2	1.5	2	-1	-2	2
53) COc1ccccc1C(c1nnnn1C(C)(C)C)N1CCCc2ccccc21 (stereo not drawn)
 : -3	-11	18	-2	-20	-1.1	20	0	10	8
54) COc1ccc(CNC(=O)CSCc2ccccc2Cl)cc1
 : 28	-17	-2	-1	-33	3.5	33	-8	-1	6
55) O=C(Nc1ccc(S(=O)(=O)Nc2nccs2)cc1)C1CC(=O)N(c2ccc(Cl)cc2)C1 (stereo not drawn)
 : -3	1	-7	2	.	1.8	.	4	2	-5
56) CN(C)c1ccc(NC(=O)CN2CCC(NC(=O)C3CCCCC3)CC2)cc1
 : 19	-6	12	41	.	-10	.	-2	-4	3
57) Cc1nn(Cc2ccccc2)c(C)c1C(=O)OCC(=O)c1cc(C)n(C2CC2)c1C
 : -1	-8	6	9	42	-1.9	-42	-7	1	-13
58) O=[N+]([O-])c1ccc(N2CCN(c3ccccc3O)CC2)cc1
 : 3	1	10	1	.	-1.5	.	2	2	-10
59) CN(C(=O)c1cn2ccccc2n1)c1c(N)n(Cc2ccccc2)c(=O)[nH]c1=O
 : -4	4	-10	1	-4	.	4	1	.	-5
60) O=c1[nH]c2ccc(Cl)cc2c(-c2ccccc2)c1SC(=S)N1CCCCC1
 : 22	8	-7	3	-9	-0.9	9	6	-4	-12
